Source: PubChem
Avidin fluor – avidin bead compound fluorescence profile | Avidin beads, compound fluorescence 488/530 nm, flow cytometry; stronger effect = higher value | fluorescence (KMESF) at 10 µM | actives 0.38% (n = 220,000) | AID 1775; in the data active = fluorescence above about 47; note: inactives centre near 10
Mcl1-Noxa inh – Mcl-1/Noxa interaction inhibition | TR-FRET Mcl-1/Noxa peptide binding, 2 h | inhibition, % at 21.7 µM | actives 1.5% (n = 220,000);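 active = compounds that cut the protein-peptide binding signal by more than 50% relative to plate controls in a single-dose test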;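 note: His-tagged Mcl-1 with rhodamine Noxa BH3 peptide and terbium anti-His antibody; 0% = Mcl-1 plus Noxa peptide wells and 100% = peptide-only wells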
Target sequence (Q07820 whole entry, looked up): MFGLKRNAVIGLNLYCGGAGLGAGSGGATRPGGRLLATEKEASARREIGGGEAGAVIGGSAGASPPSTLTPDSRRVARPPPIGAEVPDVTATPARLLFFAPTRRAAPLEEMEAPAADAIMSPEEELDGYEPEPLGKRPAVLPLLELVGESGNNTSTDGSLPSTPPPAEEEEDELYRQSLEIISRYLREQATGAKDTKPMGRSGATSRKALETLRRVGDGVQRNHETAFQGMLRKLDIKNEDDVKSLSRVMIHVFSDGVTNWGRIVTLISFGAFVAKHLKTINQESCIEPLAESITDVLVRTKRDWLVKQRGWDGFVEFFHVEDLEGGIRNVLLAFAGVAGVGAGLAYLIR
Mcl1-Bid inh – disrupts binding of human Mcl-1 to Bid peptide; actives 0.97% (n = 220,000); inhibition, % at 21.7 µM; TR-FRET Mcl-1/Bid-Dy647 peptide binding, 1536-well;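 active = compounds that cut the binding signal by more than half at the single screening dose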;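 note: His-tagged Mcl-1 with europium anti-His antibody binding Bid BH3 peptide; 0% = Mcl-1 plus peptide wells and 100% = peptide-only wells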
Pf gamet viab – kills late stage P. falciparum gametocytes. P. falciparum stage V gametocytes, ATP luminescence, 24 h. inhibition, % at 10.9 µM. actives 0.065% (n = 150,000);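 active = inhibition above the mean plus 3 SD of compounds within the control limits, set per campaign, cut at about 38% in these data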;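 note: 0% = DMSO wells and 100% = medium only without gametocytes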
An asterisk follows results filed as active. Not all compounds are listed. The share of hits here may be higher or lower than overall.

Fields – Mcl1-Noxa inh, Pf gamet viab, Avidin fluor, Mcl1-Bid inh
Cc1ccc2cccc(OCc3ccccc3)c2n1
  11, -11, 8, -11
O=C(O)CSc1ncnc2scc(-c3ccc(Br)cc3)c12
  12, -32, 6, 4
C#CCN1C(=O)C(O)(c2c(C)[nH]c3ccccc23)c2ccccc21 (stereo not drawn)
  -22, -11, 8, 32
COc1ccc(/C=C/C(=O)Nc2nnc(C(C)C)s2)cc1OC
  -16, -5, 8, -15
Cc1nc(-c2cccc(S(=O)(=O)N3CCCCC3)c2)cs1
  9, 5, 5, -30
Clc1ccccc1-c1csc(Nc2cccnc2)n1
  -9, 10, 6, -12
CCc1nn(C)c2c(=O)c(=O)c2n(C)[nH]1
  14, 5, 8, -33
Cc1ccccc1Nc1nc(N)nc(CCl)n1
  1, -19, 7, 0
O=C(Cn1cnc2ccccc2c1=O)N/N=C/c1ccc(Br)cc1
  -1, -5, 5, 24
CC(C)(C)c1ccc(NC(=S)NCCc2ccccn2)cc1
  23, -3, 7, 51*
CC(C)OP(=O)(OC(C)C)C(O)c1ccc(N(C)C)cc1 (stereo not drawn)
  3, 6, 8, -41
CC(C)S(=O)(=O)c1csc(NC(=O)Nc2cc(Cl)ccc2Cl)c1Cl
  19, 19, 6, 11
CC(=O)Nc1ccc(NC(=O)C(C)Sc2nnc(-c3cccs3)o2)cc1 (stereo not drawn)
  -5, 7, 6, -20
N#CCc1ccc(Oc2ccc([N+](=O)[O-])cn2)cc1
  1, -7, 7, -11
Cn1nnc2c[n+](CC(=O)c3ccc(Cl)cc3)cc(Br)c21
  -2, -5, 8, -15
Cc1cc2c(C)cc(=O)[nH]c2cc1NC(=O)CCl
  25, -7, 4, 5
Cc1cc(C)n(S(=O)(=O)c2ccccc2)n1
  20, 23, 8, -4
NC(=O)c1cc(-c2ccccc2)nc2ccc(Br)cc12
  0, 14, 12, -10
CCCC(=O)N/C(N)=N/c1nc(C)c2ccccc2n1
  6, 3, 3, -12
Nc1c(NCc2ccccc2)c(=O)c1=O
  -9, 1, 6, -13
COCCN1CCn2c(nc3cc([N+](=O)[O-])ccc32)C1
  1, -18, 9, -48
O=C(O)/C=C/C(=O)OC1CC2CCC1C2 (stereo not drawn)
  20, -10, 8, -27
CC(=O)Oc1ccc(N2C(=O)[C@@H]3[C@H](C2=O)[C@H]2c4ccccc4C=NN2[C@@H]3C(C)=O)cc1
  -11, 1, 5, -39
CCOC(=O)CNc1ccc(OC(F)(F)F)cc1
  9, 14, 5, -35
CC(C)(C)OC(=O)N1CCC[C@H]1c1nnc(SCC(=O)Nc2ccc(Br)cc2)o1
  -3, -12, 5, -8
Cc1c(S(=O)(=O)N2CCN(c3ccccc3)CC2)c(=O)n(C)c(=O)n1C
  -15, -18, 8, -26
CCOc1ccc2sc(NS(=O)(=O)c3ccc(N)cc3)nc2c1
  14, 19, 4, -3
Cc1ccc(/C=N/NC(=O)c2ccc3c(c2)OCCO3)s1
  11, 14, 7, -11
CCCc1ccc(S(=O)(=O)Nc2ccc(C)c(NS(C)(=O)=O)c2)cc1
  6, 5, 7, -1
O=C(O)c1ccc(/C=N/Nc2ccc(S(=O)(=O)N3CCCC3)cc2[N+](=O)[O-])cc1
  7, -3, 6, -13

Brought forward from above: 2 compounds, then new ones.
Fields – Mcl1-Noxa inh, Pf gamet viab, Avidin fluor, Mcl1-Bid inh
CCCc1ccc(S(=O)(=O)Nc2ccc(C)c(NS(C)(=O)=O)c2)cc1
  6, 5, 7, -1
O=C(O)c1ccc(/C=N/Nc2ccc(S(=O)(=O)N3CCCC3)cc2[N+](=O)[O-])cc1
  7, -3, 6, -13
Cc1nc(C(=O)NCCC(C)C)sc1C1(C)CC(c2cccc([N+](=O)[O-])c2)=NO1 (stereo not drawn)
  6, -29, 13, 3
O=C(NC(=S)Nc1ccc(Br)cn1)c1cccnc1
  9, -3, 6, -6
O=c1[nH]nc(SCc2cc(Cl)ccc2Cl)c(=O)[nH]1
  13, 9, 4, -16
CCN(CC)S(=O)(=O)c1cc(C(=O)O)ccc1OC
  8, -9, 10, 2
O=[N+]([O-])c1cc2cccnc2c2ncccc12
  -25, 19, 5, -23
CCOc1ccc(C2C(C#N)=C(N)Oc3cc(C)[nH]c(=O)c32)cc1OC (stereo not drawn)
  6, -1, 8, -17
COc1ccc(C2CC(c3ccc(OC)c(OC)c3)=NN2S(C)(=O)=O)cc1 (stereo not drawn)
  -24, -4, 3, -9
CNc1n[nH]c(=S)s1
  13, -12, 6, -39
C/C(=N/NC(=O)c1ccn(C)n1)c1ccncc1
  -2, -1, 6, -3
COC(=O)c1ccc2c(=O)n(CCN3CCOCC3)c(SCC(=O)c3ccccc3)nc2c1
  4, 14, 7, -14
CC(=O)c1ccc(-c2ccc([C@H]3[C@@H]4C=CCC[C@@]4(C)C(=O)N3Cc3ccccc3)c(F)c2)cc1
  6, 2, 12, -24
Cc1cc(C)cc(SCc2noc(C(=O)NCCCN3CCOCC3)c2C(=O)NCCCN2CCOCC2)c1
  10, -1, 8, -43
Cc1cc(N2CCOCC2)n2ncc(-c3ccc(Cl)cc3)c2n1
  8, 10, 9, 1
COc1ccc(/C=C2\SC(=S)N(CC(=O)N3CCN(C)CC3)C2=O)cc1
  -5, 3, 19, -39
C/C(=N\N1CCN(c2ccccc2)CC1)c1cccs1
  -5, 1, 6, -46
CN1c2ccc(Cl)cc2C(=O)NC1c1ccc([N+](=O)[O-])s1 (stereo not drawn)
  18, 10, 6, -7
Cc1ccccc1OCC(=O)N/N=C/c1sc(=O)n(Cc2cccc(C(=O)O)c2)c1Cl
  16, 4, 8, -23
O=C(CSc1ccccn1)Nc1ccc2c(c1)OCCO2
  -18, -2, 6, -48
O=S(=O)(CCSc1ccc(C(F)(F)F)cn1)c1ccccc1
  5, 15, 6, -12
O=C(O)CC(CC(=O)Nc1ccccc1C(=O)O)c1ccccc1 (stereo not drawn)
  -3, -7, 8, -6
Cc1onc(-c2c(Cl)cccc2Cl)c1C(=O)ONC(=O)c1cc(C(F)(F)F)cc(C(F)(F)F)c1
  -7, -1, 6, -5
O=C(O)c1ccc2cccc(O)c2n1
  -71, 5, 4, -133
COc1ccc(C(=O)N/C(=C/c2cccnc2)C(=O)N2CCOCC2)cc1OC
  37, 18, 3, 14
Cc1ccc(/C=N/n2c(-c3cccc(Cl)c3)n[nH]c2=S)o1
  19, -6, 3, -36
CCOC(=O)c1c(/N=C/C2=C(O)CCCC2=O)sc2c1CCCC2
  16, 16, 4, -102
O=[N+]([O-])c1ccc(C2=Nn3cnnc3SC2)cc1
  8, -50, 6, -11
S=C(NCc1ccco1)N/N=C/c1cccnc1
  8, 9, 8, -90
COc1ccc(S(=O)(=O)N2CCC[C@H]2C(=O)NCc2ccc(Cl)cc2)cc1
  0, -36, 13, 8
O=C(CN1C(=O)COc2ccc(S(=O)(=O)N3CCOCC3)cc21)NCc1ccco1
  -14, -17, 8, -22
CNC(=O)COc1ccc(S(=O)(=O)Nc2ccc(C)cc2)cc1
  -29, -19, 12, -9

Records above that bear a hit mark in Mcl1-Bid inh:
compound | Mcl1-Noxa inh | Avidin fluor | Mcl1-Bid inh
CC(C)(C)c1ccc(NC(=S)NCCc2ccccn2)cc1 | 23 | 7 | 51*

New compounds follow:
Fields – Mcl1-Noxa inh, Pf gamet viab, Avidin fluor, Mcl1-Bid inh
CN(C)CCNC(=O)c1onc(CSc2ccc(F)c(F)c2)c1C(=O)NCCN(C)C
  -13, 4, 8, -37
O=C(Cn1nc(-c2ccccc2)c2ccccc2c1=O)Nc1ccc(F)cc1
  -2, -5, 3, -20
Brc1ccc(-c2noc(-c3ccccc3)n2)o1
  -9, 6, 8, -8
Cc1ccc(C)n1CCN1CCN(S(=O)(=O)c2ccc(F)cc2F)CC1
  -2, 6, 4, -54
O=C(NCc1ccccc1)N1CCC(CO)(Cc2cccc(F)c2)CC1
  -11, -11, 7, -13
COC(=O)Cc1[nH]c(=S)[nH]c1C(=O)OC
  3, 5, 9, -17
C=CCN1C=C2C(=O)C(C)(OC(=O)C3CCCC3)C(=O)C=C2C=C1c1ccsc1 (stereo not drawn)
  7, -26, 12, -68
CC1CCc2c(C(=O)NCc3ccco3)csc2C1 (stereo not drawn)
  -6, 1, 10, -23
NC(=O)c1ccc(N2CCN(c3ncc(C(F)(F)F)cc3Cl)CC2)cc1
  10, -7, 9, -24
COC(C[C@H](O)C[C@H](O)COCc1ccccc1)OC
  14, 2, 9, 0
CCCCOc1ccc(-c2c(C#N)c(N)[nH]c(=S)c2C#N)cc1
  -195, -14, 7, -79
Cc1nn(-c2ccccc2)c(N)c1N=O
  20, 2, 6, -39
CCCC(C)NC(=O)Cc1ccccc1 (stereo not drawn)
  15, -10, 3, 0
CCCN1CCC(=O)N(CCSc2ccc(C)cc2)CC1
  1, -6, 10, -59
O=C(Cc1ccc(Cl)cc1)NNC1CC(=O)N(c2ccc3ccccc3c2)C1=O (stereo not drawn)
  -37, 16, 7, -66
CCOc1ccc(CC(=O)NNC(=S)NC)cc1Br
  9, 2, 3, -42
O=c1cc(CCl)[nH]c2nc3ccccc3n12
  12, 24, 3, 11
COc1ccc(Cn2c(=O)c3[nH]cnc3n(-c3ccccc3C)c2=O)cc1
  3, 9, 6, -22
CC(C)COC(=O)n1c(=O)oc2ccc(S(=O)(=O)N3CCCCC3)cc21
  -11, -20, 7, -41
CN(C)/C=C(\C(=O)c1ccccc1)c1nnnn1-c1ccccc1
  16, 3, 8, -30
COc1ccc(OCC(O)CNC(=O)Nc2cccc3ccccc23)cc1 (stereo not drawn)
  -1, 17, 7, -9
C/C(=N\Nc1ccc2nncn2n1)c1cccs1
  10, 18, 6, -30
COc1ccc(NC(=O)c2nc[nH]c2C(=O)N2CCC(C)CC2)cc1
  -6, 1, 13, -25
CCCOc1ccc(CSC(=N)N)cc1C(=O)OC
  5, -8, 7, -16
Cc1ccc(/C=N/NC(=O)Cn2nnc(N)n2)o1
  1, 7, 7, -20
COC(=O)N(NC(=O)C(O)(C(C)C)C(C)C)c1ccccc1
  -6, -9, 6, -9
CCOC(=O)C1CCCN(C(=O)c2cc(S(=O)(=O)Nc3ccccc3OC)ccc2C)C1 (stereo not drawn)
  6, -7, 5, -12
Cc1cc(-c2nc(C)c(C(=O)NNS(=O)(=O)c3ccc(Cl)cc3Cl)s2)no1
  20, -22, 7, 1
Cc1cc(C2CC(=O)Nc3ccccc3S2)c(C)s1 (stereo not drawn)
  7, 5, 9, -7
Cc1ccc(C(=O)NC(C(=O)Nc2cccc(S(N)(=O)=O)c2)C(C)C)cc1 (stereo not drawn)
  7, 0, 7, -9

Quoted from the listing:
Under Mcl1-Noxa inh, Brc1ccc(-c2noc(-c3ccccc3)n2)o1 is entered as -9
Under Mcl1-Bid inh, O=C(Cc1ccc(Cl)cc1)NNC1CC(=O)N(c2ccc3ccccc3c2)C1=O (stereo not drawn) is entered as -66
Under Mcl1-Noxa inh, Cc1ccc(/C=N/NC(=O)Cn2nnc(N)n2)o1 is entered as 1
Under Pf gamet viab, Cc1ccc(C)n1CCN1CCN(S(=O)(=O)c2ccc(F)cc2F)CC1 is entered as 6

Next section.
Fields – Mcl1-Noxa inh, Pf gamet viab, Avidin fluor, Mcl1-Bid inh
N#Cc1ccc(S(=O)(=O)N2CCN(c3ncccn3)CC2)cc1
  -5, -2, 3, 25
CCc1ccn2cc(-c3ccc4c(c3)OCO4)nc2c1
  18, 27, 7, -49
CC(C)c1cc(C(=O)O)c2cnn(C(C)C)c2n1
  20, 37, 6, -4
S=C(NCc1ccco1)Nc1ccccc1Cl
  28, -17, 4, -13
NNC(=S)Nc1cccc(Cl)c1
  -29, -20, 4, -201
CSc1nc(N)n2nc(C(C)(C)C)cc2n1
  2, 4, 7, -4
CCOC(=O)c1c(/N=C/c2cccc([N+](=O)[O-])c2O)sc2c1CCC2
  12, 17, 5, -20
CCCCn1c(-c2cccs2)nc2oc3ccccc3c(=O)c2c1=O
  19, -2, 3, 20
Cc1nn(-c2cc(C(F)(F)F)ccc2Cl)c2nc(C(Cl)(Cl)Cl)[nH]c(=O)c12
  2, -7, 3, 27
O=C(Nc1ccc(N2CCN(C(=O)c3ccccc3)CC2)c(Cl)c1)c1ncn[nH]1
  -9, -21, 9, -28
CCOC(=O)CC1OC(=O)c2cc3c(cc21)C(=O)OC3CC(=O)OCC (stereo not drawn)
  -13, 16, 7, -11
CC(=O)Cn1nnc(-c2ccc(C(F)(F)F)cc2)n1
  11, 12, 8, -6
O=C(Nc1cc(=O)[nH]c2ncnn12)c1ccccc1F
  14, 4, 4, -18
Cc1cc(/C(N)=N/OC(=O)Nc2ccccc2)no1
  -13, 4, 6, -9
CCSc1nc2ccccc2c(=O)n1CCc1ccc(OC)c(OC)c1
  19, -21, 8, -42
Cc1nc(-c2ccc(S(=O)(=O)NCC3CCN(C(=O)OC(C)(C)C)CC3)s2)cs1
  -3, 1, 6, -9
C/C=C\C=C/C(=O)Nc1cccc(C2=NOC3(C2)C[C@H](C(N)=O)N(C(=O)CC)C3)c1 (stereo partly drawn)
  14, -22, 8, -24
CCOc1ccc(/C=N/n2nnnc2N)cc1O
  -10, -10, 7, -10
CC(C)CN(Cc1cc(=O)oc2cc(-c3ccccc3)c(O)cc12)CC(C)C
  -5, 4, 4, -34
CCCCSc1cc(C)nc(N)n1
  37, 5, 8, 79*
O=C(O)Cc1csc(NC(=O)CSc2nnnn2-c2ccc(O)cc2)n1
  5, 13, 8, -27
C=CCNC(=S)Nc1ccc(N(C)C)cc1
  4, -13, 4, -49
O=C(NCc1ccccc1)c1cc[n+](CC(=O)c2cccs2)cc1
  1, -2, 9, -11
